# Compound activity from PubChem.
# Hck Nef HTS – inhibitors of human Hck kinase activated by Nef. inhibition, % at 20 µM. Recombinant Hck-YEEI plus Nef, Z-Lyte FRET kinase assay. P08631. actives 0.68% (n = 220,000);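 active = Hck-Nef kinase inhibition above about 50%, limit read from the data; inactive = inhibition below that limit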;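 also: 0% = DMSO with Hck plus Nef and 100% = Hck alone without Nef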
# Runt-CBFb FRET – Runt domain-CBFb interaction inhibition | Q01196+Q13951 | Cerulean-Runt/Venus-CBFb FRET ratio 530/480, 1 h | inhibition, % at 20 µM | actives 0.46% (n = 220,000) | AID 1496;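 active = inhibition over about 50% at 20 µM in the single-dose screen, limit read from the data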;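 also: 0% = DMSO wells and 100% = excess unlabeled CBFb competitor control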
# Target sequence (Q01196 whole entry, looked up, the tested form may be a part): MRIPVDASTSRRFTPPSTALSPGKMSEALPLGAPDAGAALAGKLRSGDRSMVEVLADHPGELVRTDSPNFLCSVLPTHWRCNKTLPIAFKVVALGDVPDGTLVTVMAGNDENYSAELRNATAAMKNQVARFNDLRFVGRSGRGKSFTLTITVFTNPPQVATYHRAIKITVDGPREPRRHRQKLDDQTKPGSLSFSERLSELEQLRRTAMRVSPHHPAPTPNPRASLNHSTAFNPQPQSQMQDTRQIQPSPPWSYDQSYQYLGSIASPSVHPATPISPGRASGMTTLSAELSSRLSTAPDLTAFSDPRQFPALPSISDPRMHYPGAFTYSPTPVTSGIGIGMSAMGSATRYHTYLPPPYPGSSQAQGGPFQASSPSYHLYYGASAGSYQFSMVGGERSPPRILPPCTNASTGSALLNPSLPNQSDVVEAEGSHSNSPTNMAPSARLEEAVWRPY
# Target sequence (Q13951 whole entry, looked up, the tested form may be a part): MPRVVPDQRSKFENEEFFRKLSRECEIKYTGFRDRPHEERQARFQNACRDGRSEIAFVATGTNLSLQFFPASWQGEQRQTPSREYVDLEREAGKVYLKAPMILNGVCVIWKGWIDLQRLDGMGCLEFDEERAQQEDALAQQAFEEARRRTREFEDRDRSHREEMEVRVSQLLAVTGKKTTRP
#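 Assay system: Cerulean-Runt domain / Medium: Tris 50 mM pH 7.5, KCl, K2SO4, 0.01% BSA / Timing: protein complex preformed 1 h, compound exposure 1 h, room temperature, dark / Measured by: FRET, excitation 422 nm, emission at 530 and 480 nm / Evaluation: loss of energy transfer signal / Control set: 5 µM unlabeled CBFb as full-inhibition high control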
# Mdm2 ligase inh – Mdm2 E3 ligase (human) inhibition. cell-based MDM2 ubiquitination luciferase reporter, 2 h; 0 = plate control, 100 = twice control, blank-subtracted. actives 0.11% (n = 210,000). signal enhancement, % at 5 µM. Q00987;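 active = signal enhancement of 30% or more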;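 also: luminescence tracks abundance of the self-degrading MDM2-luciferase fusion protein; higher signal means inhibition of MDM2 E3 ligase activity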
#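 system = mammalian cells stably expressing self-ubiquitinating, self-degrading MDM2 E3–luciferase fusion | quantity = 2000 cells per well seeded | incubation = 4 h cell settling then 2 h compound exposure, 37 °C | signal = SteadyLite luminescence, 15 min reagent step | benchmarks = plate control and blank wells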
# NPY Y1 blocker – blocks the human neuropeptide Y Y1 receptor | HEK293-CNG Y1 cells, membrane potential fluorescence; NPY at EC95, then isoproterenol | actives 1% (n = 200,000) | inhibition, % at 3.6 µM | AID 1040 | P25929;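 active = inhibition above the campaign mean inhibition of all tested compounds plus 3 SD, cut at about 20% in these data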;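 also: 0% = DMSO wells given NPY plus isoproterenol and 100% = isoproterenol alone without NPY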
#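 Assay system: HEK293 Y1/CNG channel cell line; Doses: single compound dose of 3.6 µM, 0.4% DMSO; Timing: dye 3 h, compound 60 min room temperature, stimulation 45 min; Technique: Membrane-potential fluorescent dye readout; Measure: % inhibition of NPY effect.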
# Runt-SMMHC FRET – blocks binding of human RUNX1 Runt domain to CBFb-SMMHC; actives 0.74% (n = 220,000); Cerulean-Runt/Venus-CBFb-SMMHC FRET ratio 530/480, 1 h; inhibition, % at 20 µM; Q01196+Q13951; AID 1434;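 active = mean inhibition across duplicate retests at 20 µM reaching about 50%, limit read from the data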;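 also: 0% = DMSO wells and 100% = wells with excess untagged CBFb-SMMHC; inhibitors lower the FRET ratio by blocking Runt binding to CBFb-SMMHC; some results filed as inactive read as strong as hits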
# NPY-Y1 PAM-ag – potentiators or agonists of human neuropeptide Y receptor Y1; NPY-Y1 expressing cells, potentiator/agonist activation; P25929; activation, % at 3.6 µM; actives 0.37% (n = 220,000); in the data active = activation above about 33%, passing the limit was not always enough;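 also: cells stimulated with NPY at EC10 then isoproterenol at EC100; 0% = low agonist plus stimulus and 100% = saturating agonist plus stimulus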
# RBBP9 inhibitor – blocks human serine hydrolase RBBP9. recombinant RBBP9, FP-Rh probe fluorescence polarization. O75884. actives 0.2% (n = 220,000). inhibition, % at 7.94 µM. AID 1515;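 active = inhibition above the campaign mean of all tested compounds plus 3 SD, cut at about 14% in these data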;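 also: plate controls were DMSO wells with RBBP9 for no effect and wells lacking RBBP9 protein for full effect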
#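 System: RBBP9 protein / Buffer or medium: Tris/NaCl buffer pH 8.0 with 0.1% Pluronic / Probe or stimulus: Serine-hydrolase probe FP-Rh, 375 nM pre-mixing / Dosing: 7.94 µM single dose, 0.794% DMSO / Times: enzyme-compound preincubation 30 min, then probe labeling 45 min, 25 °C / Technique: fluorescence polarization (mP), excitation 525 nm, emission 598 nm / Replication: singlicate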
# NPY2 pot ag – human NPY-Y2 potentiation or agonism, primary screen; actives 0.45% (n = 220,000); P49146; AID 1359; activation, % at 3.6 µM; cells expressing NPY-Y2, potentiator/agonist read-out; in the data active = activation above about 27%;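 also: cells stimulated with NPY near EC25 plus isoproterenol at EC100; 0% = vehicle plus submaximal agonist and 100% = vehicle plus saturating agonist; some results beyond the cut were filed as inactive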
# Target sequence (P49146 whole entry, looked up): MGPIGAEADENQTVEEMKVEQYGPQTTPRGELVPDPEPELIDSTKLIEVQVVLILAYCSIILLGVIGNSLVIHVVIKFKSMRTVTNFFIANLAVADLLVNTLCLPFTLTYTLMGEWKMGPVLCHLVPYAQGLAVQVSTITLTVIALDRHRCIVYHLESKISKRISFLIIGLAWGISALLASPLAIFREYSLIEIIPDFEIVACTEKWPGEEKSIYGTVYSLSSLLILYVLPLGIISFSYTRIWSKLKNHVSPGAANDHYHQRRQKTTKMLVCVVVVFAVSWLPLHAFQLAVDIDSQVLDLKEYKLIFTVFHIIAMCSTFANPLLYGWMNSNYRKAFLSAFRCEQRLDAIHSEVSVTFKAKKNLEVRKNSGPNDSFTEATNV
# p97 ATPase inh – human p97 ATPase inhibition; P55072; recombinant p97 ATPase, Kinase-Glo ATP luminescence, 3 h; inhibition, % at 8 µM; actives 0.42% (n = 220,000); in the data active = inhibition above about 15%;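 also: 0% = DMSO vehicle and 100% = wells lacking enzyme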
# An asterisk follows results filed as active; . = no result given. Rows were taken by chance (roughly 3.5% active in at least one column).
SMILES,Hck Nef HTS,Runt-CBFb FRET,Mdm2 ligase inh,NPY Y1 blocker,Runt-SMMHC FRET,NPY-Y1 PAM-ag,RBBP9 inhibitor,NPY2 pot ag,p97 ATPase inh
O=S(=O)(c1ccccc1)N1CCC(O)(CSc2ccc(Cl)cc2)CC1,2,-1,-4,9,2,-14,-7,34*,-1
CC(=O)c1cccc(CN2CCN(C(C)C)C(CCO)C2)c1 (stereo unspecified),6,1,-8,0,-1,-8,-7,-4,-2
Cc1ccnc(NC(=O)CCC(=O)N(CC(=O)NC2CCCCC2)C2CCCC2)c1,7,-2,-3,.,1,8,-2,-11,1
O=C(CSc1nnc(-c2ccc(S(=O)(=O)N3CCCC3)cc2)o1)N1CCCC1,8,.,.,0,.,7,-9,0,-2
CC1=Nc2ccc(Br)cc2C(c2ccccc2)N1CC(=O)O (stereo unspecified),19,-2,-10,1,1,6,-6,-6,3
CCOC(=O)CSc1nc(C)c2cc(C)c(C)cc2n1,17,-1,0,4,-1,1,-10,-23,0
COc1ccccc1NC(=O)Nc1cc(C(C)(C)C)nn1C,-1,0,0,.,0,10,1,11,7
CCc1c(C(=O)NNC(=S)NCC2CCCO2)csc1C (stereo unspecified),1,-4,-6,6,-1,-22,-6,-7,0
Cc1ccc(S(=O)(=O)N2CCC(C(=O)Nc3ccccc3N3CCCCC3)CC2)cc1,-1,0,-13,2,-17,-17,-5,-2,-5
O=C1CC(c2ccc(F)cc2)Sc2nc(C34CC5CC(CC(C5)C3)C4)nn21 (stereo unspecified),0,1,-20,-4,2,-7,-4,-5,-6
Cc1cc(C(=O)COc2nncc3ccccc23)c(C)n1C,1,-3,-1,-1,-3,-1,4,-7,4
COc1cc(SC)ccc1C(=O)OCC(=O)NC(=O)NC(C)C,22,-1,-4,6,0,-18,0,-12,-3
CCONc1ncnc2nonc12,1,1,12,-1,-4,6,3,-1,3
CSc1sc(C(=O)NNC(C)=O)c2c1C1(CCC2)SCCS1,18,0,-17,.,-2,13,-6,-8,7
O=c1[nH]c(CN(CCO)CCO)nc2c1C1(CCCCC1)Cc1ccccc1-2,-2,0,-5,-13,-1,2,-5,1,-9
S=C1N(c2ccccc2)CN(C2CCCCC2)CN1c1ccccc1,-1,-2,-14,.,-4,16,1,9,7
COc1ccccc1NS(=O)(=O)c1cccc(NC(=O)c2cc3ccccc3oc2=O)c1,4,1,2,-1,-20,4,4,-4,1
Cc1ccc(CNC(=O)c2ccc3c(=O)n(CC4CCCO4)c(=S)[nH]c3c2)cc1 (stereo unspecified),20,2,-19,13,-4,-19,0,-12,3
COCCn1c(C)cc(/C=C2/NC(=O)N(c3cccc(Cl)c3)C2=O)c1C,5,-2,-6,-1,-2,17,-5,12,4
COc1ccc(NC(=O)c2noc(C(C)C)c2[N+](=O)[O-])cc1,-9,-1,-17,6,3,-13,4,-28,-1
Cc1ccc(C(=O)N2CC(C)SC2=Nc2cccc(S(=O)(=O)N(C)C)c2)cc1 (stereo unspecified),2,0,-1,-5,1,-33,-6,7,-3
CCOCCCNC(=O)c1cc(Sc2ccc(C)cc2)nc2ccccc12,2,-2,-12,0,1,-52,-6,-13,-1
CC(NC(=O)c1ccc2nc[nH]c2c1)c1ccccc1 (stereo unspecified),21,0,-10,4,1,2,-6,-1,5
Cc1ccc(-c2c(C(=O)NNC(=S)NCC3CCCO3)csc2C)cc1 (stereo unspecified),-5,1,-12,-1,-3,-18,-6,-9,-1
COc1cc(S(=O)(=O)Nc2cccc(C)c2)ccc1NC(=O)c1ccncc1,3,16,-11,3,-6,-9,0,11,2

# Additional entries follow.
SMILES,Hck Nef HTS,Runt-CBFb FRET,Mdm2 ligase inh,NPY Y1 blocker,Runt-SMMHC FRET,NPY-Y1 PAM-ag,RBBP9 inhibitor,NPY2 pot ag,p97 ATPase inh
COc1ccc(/C(C)=N/NC(=O)c2ccc(NS(=O)(=O)c3cccs3)cc2)cc1,27,1,.,.,-105,-5,1,13,2
CC(CN1CCCCCC1)C(=O)NN (stereo unspecified),-32,1,0,3,2,14,2,2,2
CCOC(=O)C1CCCN(C(=O)Nc2c(-c3ccccc3)noc2C)C1 (stereo unspecified),3,1,5,.,1,-14,-6,-4,2
O=C(CSc1ncccn1)Nc1ncc(C(F)(F)F)cc1Cl,-16,10,-10,0,-1,-12,5,4,-2
Cc1cccc(C2=NN(c3ccc(Br)cc3)[C@@H](C(=O)N3CCOC3=O)[C@@H]2c2ccc(F)cc2)c1,1,18,.,-3,56,15,-9,18,-4
Cc1cc(-n2nc(C)cc2C)nc(NS(=O)(=O)c2ccccc2Cl)n1,-20,1,-11,11,1,-16,-9,-19,3
CCOC(=O)c1c(N)sc2c1CCC(C)C2 (stereo unspecified),0,0,-9,-7,-2,1,-8,2,-6
O=c1[nH]ccc2c([N+](=O)[O-])cccc12,9,-2,-8,0,-8,-11,2,13,4
COc1ccc(NC(=O)C(NC(C)=O)C(=O)NCc2ccc(F)cc2)cc1 (stereo unspecified),0,.,8,-4,-1,17,1,3,3
COC(=O)c1ccc(C2N=C(c3cccs3)CC(c3ccccc3O)N2)cc1 (stereo unspecified),2,9,-4,1,17,11,9,8,4
CC(=O)Nc1ccc(C(=O)N/N=C/c2ccccc2OC(=O)c2ccc(Cl)cc2)cc1,2,.,2,0,-1,-19,-16,-3,3
CCn1c(CNC(=O)c2ccco2)nnc1SCC(=O)Nc1ccc(Br)cc1F,3,0,-1,2,2,15,-4,13,8
COc1ccc(S(=O)(=O)N2CCOCC2)cc1NC(=O)COc1ncnc2ccccc12,-2,-2,6,-4,6,4,-8,7,-10
Cc1nn(C)cc1-c1cc(C(=O)O)c2ccccc2n1,22,.,-11,3,.,7,-8,-3,3
Cc1nc2sc3c(c2c(=O)o1)CC(C)(C)OC3,-11,2,-18,4,-2,23,-4,5,3
Cc1cc(Cl)ccc1OCC(=O)NCCC(=O)O,1,0,-8,3,1,-4,-7,7,9
Cc1ccc([N+](=O)[O-])cc1NC(=O)c1ccc2c(c1)OCO2,20,-2,3,1,1,-2,-1,5,8
COc1ccc(-c2[nH]nc3c2C(c2ccsc2)C(C#N)=C(N)O3)cc1 (stereo unspecified),-2,-1,-12,-4,0,5,-1,-10,5
COc1ccc(CCNS(=O)(=O)c2cccc(C(=O)O)c2)cc1OC,-1,-3,-6,5,3,-11,-1,5,3
O=C(CN1CCN(Cc2ccc3c(c2)OCO3)CC1)c1c[nH]c2ccccc12,0,0,-6,6,3,-6,-12,-12,-2
CC(C)CCN(C)C1CCN(S(=O)(=O)c2ccc(F)cc2)CC1,-1,2,-12,5,-1,-9,2,1,-8
CCOc1cc(C(=O)NCc2ccccc2)ccc1OCC(=O)N1CCOCC1,3,-1,-10,6,0,-7,-16,-18,-5
CCC(=O)N1CCCc2cc(S(=O)(=O)N3CCN(c4ccccn4)CC3)ccc21,-4,2,-14,-4,2,9,-10,7,1
COc1ccc(Cl)c(OC)c1C(=O)NC(=O)Nc1c(F)cc(F)cc1F,12,0,-8,.,-1,18,5,0,3
CCOC(=O)c1c(CN(C)C)oc2cc(CN(C)C)c(O)c(CSc3ccccc3)c12,0,-3,-17,9,-9,-26,1,-15,-10

# Three of the entries above in order of the Hck Nef HTS value, low to high:
Structure	Hck Nef HTS	Runt-CBFb FRET	NPY Y1 blocker	Runt-SMMHC FRET	NPY-Y1 PAM-ag	RBBP9 inhibitor	NPY2 pot ag	p97 ATPase inh
Cc1nc2sc3c(c2c(=O)o1)CC(C)(C)OC3	-11	2	4	-2	23	-4	5	3
COc1ccc(CCNS(=O)(=O)c2cccc(C(=O)O)c2)cc1OC	-1	-3	5	3	-11	-1	5	3
COC(=O)c1ccc(C2N=C(c3cccs3)CC(c3ccccc3O)N2)cc1 (stereo unspecified)	2	9	1	17	11	9	8	4

# Next structures:
SMILES,Hck Nef HTS,Runt-CBFb FRET,Mdm2 ligase inh,NPY Y1 blocker,Runt-SMMHC FRET,NPY-Y1 PAM-ag,RBBP9 inhibitor,NPY2 pot ag,p97 ATPase inh
Cc1cccc(NC(=O)c2sc3nc4c(c(-c5ccco5)c3c2N)CCC4)c1,0,8,-15,0,-10,-6,-1,-33,10
CC(=O)c1sc(NC(=O)c2ccccc2)nc1-c1ccccc1,21,2,-12,-1,-5,6,0,-5,1
CC(=O)Nc1ccc(NC(C)=C(C#N)C#N)cc1,-17,-1,8,-2,2,20,-11,7,3
CN(C)c1nc(N(C)C)nc(N(C#N)CN2C(=O)c3ccccc3S2(=O)=O)n1,17,-2,-4,0,-8,7,-9,1,4
CN(C)c1ccc(C(=S)N2CCN(c3ccc([N+](=O)[O-])cc3)CC2)cc1,-64,48,-18,.,19,-4,-10,-5,-10
Cc1nnc(SCCn2c(N3CCCCC3)nc3c2c(=O)[nH]c(=O)n3C)s1,-5,-1,4,-5,2,11,-1,-7,11
CN(C)c1cc(Nc2cccc(O)c2)c([N+](=O)[O-])c2nonc12,17,1,-1,.,-4,-14,-3,-9,1
FC(F)(F)c1nnc(-c2ccccc2)nc1N1CCOCC1,0,0,-18,-4,-4,-13,-7,-12,-2
Cc1ccc(NC(=O)c2sccc2C)cc1[N+](=O)[O-],5,2,4,3,-2,12,-10,5,-7
CC(C)N(Cc1ccccc1)C(=O)CSc1nccn1C,25,-3,-4,-2,-2,-3,-1,3,3
CCOc1ccc(N2C(=O)c3ccc(C(=O)OCC(=O)N(CC)C4CCS(=O)(=O)C4)cc3C2=O)cc1 (stereo unspecified),12,-10,-8,1,-5,13,-7,-1,1
CCOC(=O)CSc1ccc(C(=O)Nc2ccc(OC)cc2)cn1,-30,0,-18,-4,1,75*,-11,37*,-4
COC(=O)c1cccc(CN2C(=O)SC(Nc3ccccc3)C2=O)c1 (stereo unspecified),13,2,-5,.,6,-16,-7,-6,4
O=C(CSc1ccc(-c2ccccc2)nn1)N1CCN(c2ccccc2)CC1,2,0,-16,-3,-6,-20,-7,-6,-3
O=C(COC(=O)c1ccc2c(c1)C(=O)N(Cc1ccncc1)C2=O)Nc1ccccc1[N+](=O)[O-],3,0,-32,-3,2,-8,-7,4,-2
Cc1cc(NC(=O)COC(=O)C2CCN(S(=O)(=O)c3c(Cl)cccc3Cl)CC2)no1,1,0,-6,6,0,-9,-1,3,4
COc1cccc(-c2nnc(SCN3C(=O)c4ccccc4C3=O)n2C)c1,2,1,10,-2,1,-1,-8,-9,-3
Cc1c(-n2c(-c3ccccc3)nc3ccccc3c2=O)c(=O)n(-c2ccccc2)n1C,9,0,-8,0,-1,-11,-4,-4,1
